tim10-1 inh – growth inhibitors of tim10-1 mutant yeast, primary screen, luminescence, uHTS | S. cerevisiae tim10-1 ts strain growth, BacTiter-Glo, 24 h | inhibition, % at 20 µM | hit rate 2.2% among 330,000 | AID 463190, 2010;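 active = inhibition of at least 40%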;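 note: mutant grown at 25 °C; 0% = DMSO wells with yeast and 100% = wells holding no yeast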
TIM10 inh – growth inhibitors of isogenic TIM10 control yeast, primary screen, counter-screen for tim10-1 yeast inhibitor project, luminescence, uHTS | AID 463195, 2010 | S. cerevisiae TIM10 strain growth, BacTiter-Glo luminescence, 24 h | hit rate 1.4% among 330,000 | inhibition, % at 10 µM;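 active = inhibition of 40% or more at the single tested concentration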;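 note: wild-type TIM10 isogenic control strain grown at permissive 25 °C; 0% = DMSO yeast wells and 100% = minimal medium wells without yeast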
APJ antag – antagonists of human apelin receptor APJ, primary screen, CHO-K1 cells, beta-arrestin complementation, luminescence. P35414. inhibition, % at 20 µM. hit rate 0.32% among 330,000. AID 2521, 2010;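 active = inhibition above about 40% at 20 µM, limit read from the data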;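 note: cells challenged with 10 nM apelin-13 agonist together with compound; plate controls were apelin-13 plus DMSO wells for no effect and DMSO wells lacking apelin-13 for full effect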
Target sequence (P35414 whole entry, looked up): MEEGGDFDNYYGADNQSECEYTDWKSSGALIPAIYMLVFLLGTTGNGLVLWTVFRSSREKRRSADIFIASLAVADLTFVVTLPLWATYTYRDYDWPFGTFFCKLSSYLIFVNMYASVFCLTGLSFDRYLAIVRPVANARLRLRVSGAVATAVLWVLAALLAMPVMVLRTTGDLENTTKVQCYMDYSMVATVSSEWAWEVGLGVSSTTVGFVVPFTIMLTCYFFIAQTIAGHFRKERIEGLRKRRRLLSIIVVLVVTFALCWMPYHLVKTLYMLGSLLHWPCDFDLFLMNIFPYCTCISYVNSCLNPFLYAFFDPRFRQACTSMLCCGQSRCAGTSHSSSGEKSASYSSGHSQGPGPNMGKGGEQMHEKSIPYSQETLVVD
MIN6 prolif – inducers of MIN6 beta-cell proliferation, primary screen, ATP luminescence, uHTS. MIN6 cells proliferation, ATPlite luminescence, 48 h; cells starved in 0.2% serum; 100% = growth in 10% serum. hit rate 0.29% among 330,000. proliferation, % at 10 µM. AID 2380, 2010;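 active = compounds whose signal lies at least 3.5 SD above the mean of all wells on their plate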;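 note: 0% = DMSO-treated cells in low-serum medium and 100% = 10% serum control; some compounds called inactive have numbers as strong as hits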
MPTP block – mitochondrial permeability transition pore inhibitors, primary screen, biochemical, isolated mouse mitochondria, absorbance; hit rate 1.4% among 360,000; Ca2+ swelling absorbance, 30 min; inhibition, % at 10 µM;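 active = inhibition of 50% or more, scaled per plate between neutral and stimulator controls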;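 note: 0% = DMSO wells given calcium and 100% = 1 mM EGTA wells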
NALP3 yeast inh – NALP3 inflammasome inhibitors in reconstituted yeast, primary screen, luminescence, uHTS | Yeast reconstituted NLRP3/ASC/caspase-1, beta-gal luminescence, 24 h | inhibition, % at 10 µM | hit rate 0.39% among 330,000 | AID 2825, 2010;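 active = inhibition of 50% or more; inactive = inhibition below 50%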;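 note: plate controls were induced DMSO wells for no effect and uninduced yeast grown without galactose for full effect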
NR3A LBD binder – binders of NR3A ligand-binding domain, primary screen, biophysical, differential scanning fluorimetry, uHTS | Tm shift relative to glycine control, % at 25 µM | NR3A LBD differential scanning fluorimetry, Tm shift; 0% = protein alone, 100% = glycine-bound protein | hit rate 2.5% among 340,000 | Glutamate receptor ionotropic, NMDA 3A (GRIN3A) ligand-binding domain;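 active = melting temperature shift of at least 10% of the positive control shift, at one fixed dose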
APJ ag – agonists of human apelin receptor APJ, primary screen, CHO-K1 cells, PathHunter beta-arrestin, luminescence | AID 2520, 2010 | activation, % at 20 µM | 0% DMSO wells, 100% apelin | P35414 | hit rate 0.11% among 330,000;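 active = activation more than six SD over the plate average, tested at 20 µM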;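 note: 0% = DMSO alone and 100% = apelin-13 at 10 nM; some results filed as inactive read as strong as hits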
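Assay system: CHO-K1 cells stably expressing ProLink-tagged human APJ and arrestin–beta-gal acceptor. Compound dosing: 20 µM single point, 1% DMSO. Times: 16-18 h seeding, 90 min dark compound exposure, 60 min detection. Detection: beta-gal luminescence. Evaluation: APJ–arrestin association signal. Controls: negative DMSO alone, positive Apelin-13 at 10 nM.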
tim23-1 inh – growth inhibitors of tim23-1 mutant yeast, primary screen, luminescence, uHTS; S. cerevisiae tim23-1 growth, BacTiter-Glo luminescence, 24 h; inhibition, % at 20 µM; hit rate 1.3% among 330,000; AID 463212, 2010;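 active = growth inhibition of the mutant yeast at or above 50%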;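 note: temperature-sensitive mutant grown at 25 °C; plate controls were DMSO-treated mutant yeast for no effect and medium wells lacking yeast for full effect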
The depositor's hits bear a star.

SMILES | tim10-1 inh | TIM10 inh | APJ antag | MIN6 prolif | MPTP block | NALP3 yeast inh | NR3A LBD binder | APJ ag | tim23-1 inh
Cc1nc(C)c(Cc2ccccc2Cl)c(=O)[nH]1 | 7 | 4 | 13 | 0 | -0.3 | 4 | -3 | -1 | 4
COc1ccccc1NC(=O)N1CCN(c2ncccn2)CC1 | -2 | 3 | 3 | 0 | -1.9 | 4 | 4 | -2 | 6
Cc1sc2ncn(CC(=O)OC(C)C(=O)NC(C)(C)C)c(=O)c2c1C (centres undefined) | 14 | 3 | 18 | -1 | -0.9 | 6 | -3 | -4 | -2
CN(Cc1ccccn1)C(=O)C1CCC(=O)N(Cc2cccc(C(F)(F)F)c2)C1 (centres undefined) | -4 | 3 | 14 | 1 | -0.7 | -6 | 0 | 4 | 9
COC(=O)c1cc(-c2ccc(Cl)cc2Cl)n[nH]1 | 20 | 29 | 3 | -3 | 3.0 | 39 | -2 | -2 | 24
COC(=O)c1sccc1NC(=O)C1CC(C)=C(C)CC1C(=O)O (centres undefined) | -3 | 0 | 6 | 4 | 10 | 7 | 3 | -1 | 4
CCCCCc1nnc(NC(=O)C2COc3ccccc3O2)s1 (centres undefined) | 46* | 21 | -24 | -1 | 0.6 | 40 | -2 | -3 | 50
O=C(c1ccc(N2CCN(S(=O)(=O)c3ccccc3)CC2)c([N+](=O)[O-])c1)N1CCOCC1 | 9 | 4 | -12 | 0 | 0.7 | 20 | -2 | 0 | 12
Oc1ccccc1-c1nc(NCc2cccnc2)c2ccccc2n1 | 49* | 27 | 13 | -3 | 0.9 | 15 | 2 | -4 | 46
CCS(=O)(=O)c1nc(S(=O)(=O)c2ccc(C)cc2)c(NCCCN2CCOCC2)s1 | -7 | 8 | -4 | -1 | -4.0 | 3 | -3 | -2 | -17
O=C(NCCCN1CCOCC1)c1cccc(S(=O)(=O)N2CCc3ccccc3C2)c1 | 7 | -17 | 4 | -2 | -1.7 | 7 | 0 | 1 | -3
N/C(=N\OC(=O)c1cnn(-c2ccccc2)c1C(F)(F)F)c1ccc(C(F)(F)F)cc1 | 1 | 8 | -48 | -3 | 2.2 | 4 | 3 | 11 | -3
C=CCN(C(=O)c1csnn1)C(C(=O)NCc1ccc(F)cc1)c1ccccc1 (centres undefined) | 13 | 22 | 17 | 1 | -0.2 | 22 | -1 | -1 | 13
CCCC1C(=O)N(c2ccccc2)C1c1ccccc1 (centres undefined) | 14 | -18 | -18 | -2 | 1.0 | -63 | 0 | -1 | -1
Cc1cc(C)n(CC(C)Nc2nc3nonc3nc2N2CCCCC2)n1 (centres undefined) | 11 | -11 | -8 | 0 | -1.5 | 2 | -2 | -2 | 2
CCCC(=O)C1=C(O)C(C(=O)OC)C(C)(C)CC1=Nc1ccccc1 (centres undefined) | 34 | 12 | 12 | 0 | 0.6 | -3 | 0 | -4 | 37
COc1ccccc1N1CCN(C(=O)Nc2cccc(C)c2)CC1 | 13 | -14 | -22 | -1 | 0.3 | 16 | 0 | 2 | 18
CCOc1cc(C(=O)OCC(=O)Nc2cc(C)on2)ccc1OCC(C)C | 7 | -32 | -7 | -1 | 0.5 | 31 | -1 | -5 | 5
CCOC(=O)COc1cc(=O)n(CC)c2ccccc12 | 11 | 13 | 11 | -1 | 0.2 | -2 | -2 | 1 | -2
FC(F)(F)c1cccc(N2CCN(c3nnnn3-c3ccccc3)CC2)c1 | 43* | 13 | 4 | 0 | -1.5 | 10 | 0 | -2 | 26

Given field by field: part of the list above
CCCC(=O)C1=C(O)C(C(=O)OC)C(C)(C)CC1=Nc1ccccc1 (centres undefined)
  tim10-1 inh: 34	TIM10 inh: 12	APJ antag: 12	MIN6 prolif: 0	MPTP block: 0.6	NALP3 yeast inh: -3	NR3A LBD binder: 0	APJ ag: -4	tim23-1 inh: 37

O=C(NCCCN1CCOCC1)c1cccc(S(=O)(=O)N2CCc3ccccc3C2)c1
  tim10-1 inh: 7	TIM10 inh: -17	APJ antag: 4	MIN6 prolif: -2	MPTP block: -1.7	NALP3 yeast inh: 7	NR3A LBD binder: 0	APJ ag: 1	tim23-1 inh: -3

More compounds follow.
SMILES | tim10-1 inh | TIM10 inh | APJ antag | MIN6 prolif | MPTP block | NALP3 yeast inh | NR3A LBD binder | APJ ag | tim23-1 inh
COc1cccc(C(=O)NCCS(=O)(=O)NCC2CCCO2)c1 (centres undefined) | -3 | -3 | 17 | -1 | 0.0 | 15 | 1 | 9 | 10
COc1ccc(OC)c(CNc2nc3ccccc3n2CCN2CCCCC2)c1 | 14 | 7 | 1 | 0 | 14 | -2 | 1 | -4 | 15
CC(C)CNC(=O)c1ccc(NC(=O)c2ccccc2[N+](=O)[O-])cc1 | -2 | -10 | -14 | -2 | -0.8 | -3 | -13 | 1 | -8
O=C(NCCOC(=O)C1COc2ccccc2O1)c1cccnc1 (centres undefined) | -10 | -12 | -6 | -1 | -1.7 | 19 | 0 | -3 | -5
C#CCOc1coc(COC(=O)c2ccccc2)cc1=O | -3 | 0 | 9 | 0 | 1.6 | 13 | 0 | 1 | 3
CSc1ccccc1NC(=O)CN(C)C(=O)c1c(C)nn(Cc2ccccc2)c1C | 9 | 3 | 18 | -1 | 1.0 | -4 | -1 | -2 | 15
CNC(=S)N(Cc1ccc2c(c1)OCO2)C1CC(=O)N(c2ccccc2)C1=O (centres undefined) | 25 | 7 | -4 | 0 | 2.9 | 13 | 8 | -1 | 4
COc1ccc(N2CCN(CC(O)COc3ccc([N+](=O)[O-])cc3)CC2)cc1 (centres undefined) | 7 | -2 | 6 | 0 | 0.4 | 19 | 0 | -2 | -33
O=C1CC(=O)Nc2cc(S(=O)(=O)N3CCOc4ccccc43)ccc2N1 | -20 | 3 | 9 | 3 | -0.4 | -1 | -2 | -1 | 3
Cc1cc(C(=O)OCC(=O)Nc2nc(-c3ccccc3)cs2)c(C)o1 | -11 | -10 | 15 | -2 | -5.3 | 8 | -4 | -5 | -1
CCOCCCNC(=O)C(c1ccc(OC)cc1)N(Cc1ccc2c(c1)OCO2)C(=O)c1ccccn1 (centres undefined) | 12 | -19 | -16 | -2 | -0.4 | 2 | -2 | 0 | 8
COc1ccccc1OCCCCCc1c(C)n[nH]c1C | 17 | 17 | 1 | -3 | 33 | 11 | 2 | -1 | 14
Cc1[nH]c2ccc(C(=O)NCCCN(C)C3CCCCC3)cc2c1C | -5 | 5 | 1 | -1 | 0.5 | -3 | -2 | 1 | 11
Cc1ccc2c(c1)C(c1ccncc1)=NNC(c1ccc(F)cc1)=N2 | 18 | 4 | 8 | -1 | -1.0 | -2 | -3 | -2 | 6
O=C(CNC1C(=O)Nc2ccccc21)Sc1ccccc1 (centres undefined) | 16 | -5 | 8 | -1 | 1.0 | -13 | 2 | -4 | 2
CN(C)C(CNC(=S)Nc1ccccc1Cl)c1cccnc1 (centres undefined) | 1 | 4 | -2 | -2 | 1.3 | 17 | -1 | 2 | 17
CN1C(=O)C(O)(CC(=O)c2cccc(-n3cccc3)c2)c2ccccc21 (centres undefined) | 51* | 46* | -8 | -6 | -0.8 | -6 | 5 | -1 | 30
CC1CN(C(=O)COC(=O)c2nn(-c3ccccc3)c(=O)c3ccccc23)CC(C)O1 (centres undefined) | 4 | 9 | -7 | 2 | -0.7 | 18 | 1 | -3 | 12
CCOc1cc(/C=N/Nc2nnc(C)n2N)ccc1O | 17 | 5 | -11 | -4 | 1.4 | -26 | 0 | 1 | 19
Cc1nn(Cc2ccc(C(=O)N3CCOCC3)o2)c(C)c1Br | 24 | 4 | 3 | 0 | 0.9 | 2 | -17 | 0 | 14
CCC(C)[C@H](NC(=O)Nc1cccc(Cl)c1)C(=O)O (some centres undefined) | -1 | -6 | -7 | -2 | -0.4 | -3 | -1 | -3 | 3
Cc1cccc(C2c3[nH]c4ccccc4c3CCN2C(=O)Cc2n[nH]c(C)n2)n1 (centres undefined) | -17 | -23 | -13 | -3 | -0.9 | 5 | 1 | -1 | 6
CSCC[C@H](NC(=O)OC(C)(C)C)c1nnc(SCC(=O)Nc2ccc(C)cc2C)o1 | 23 | -8 | -20 | 0 | 0.1 | 27 | 0 | 0 | 5
COc1cc(/C=C/C(=O)OCC(=O)NCCCc2ccccc2)cc(OC)c1OC | 18 | 5 | -11 | 2 | 0.2 | 3 | 0 | 0 | 25
O=Cc1ccc(N2Cc3ccccc3C2)cc1 | 8 | -1 | -18 | -4 | -0.7 | 47 | 0 | -4 | 16
Cc1ccc(C(NC(=O)NN2CCN(C)CC2)C(Cl)Cl)cc1F (centres undefined) | 3 | -1 | -5 | -4 | -1.4 | 20 | -4 | 0 | 13
COc1cc(C(=O)O/N=C(\N)c2ccncc2)cc(OC)c1OC | -6 | -4 | -64 | -1 | 0.3 | 13 | -1 | 13 | 8
C[C@H](CO)N1C[C@H](C)[C@@H](CN(C)Cc2ccc(Cl)c(Cl)c2)Oc2c(NC(=O)CCC(F)(F)F)cccc2C1=O | 10 | 5 | -16 | -6 | 0.6 | 6 | -11 | 3 | 19
O=S(=O)(N1CCOCC1)N1CCN(c2ccccc2F)CC1 | 6 | 7 | 6 | -3 | 0.5 | 8 | 0 | -3 | 27
COc1ccc(N2C(=O)CC(N(CCc3ccccc3)C(=O)c3ccccc3)C2=O)cc1 (centres undefined) | 6 | 5 | -3 | 4 | 2.6 | 12 | -1 | 2 | 2
CCN(C(=O)C1CCCN(c2nc(-c3ccc(OC)cc3)no2)C1)c1ccc(OC)cc1 (centres undefined) | -95 | -175 | 14 | -5 | -1.8 | -4 | 0 | -1 | -53

Not a retest: eight of the compounds above.
SMILES | tim10-1 inh | TIM10 inh | APJ antag | MIN6 prolif | MPTP block | NALP3 yeast inh | NR3A LBD binder | APJ ag | tim23-1 inh
Cc1nc(C)c(Cc2ccccc2Cl)c(=O)[nH]1 | 7 | 4 | 13 | 0 | -0.3 | 4 | -3 | -1 | 4
COc1ccccc1NC(=O)N1CCN(c2ncccn2)CC1 | -2 | 3 | 3 | 0 | -1.9 | 4 | 4 | -2 | 6
Cc1sc2ncn(CC(=O)OC(C)C(=O)NC(C)(C)C)c(=O)c2c1C (centres undefined) | 14 | 3 | 18 | -1 | -0.9 | 6 | -3 | -4 | -2
CN(Cc1ccccn1)C(=O)C1CCC(=O)N(Cc2cccc(C(F)(F)F)c2)C1 (centres undefined) | -4 | 3 | 14 | 1 | -0.7 | -6 | 0 | 4 | 9
COC(=O)c1cc(-c2ccc(Cl)cc2Cl)n[nH]1 | 20 | 29 | 3 | -3 | 3.0 | 39 | -2 | -2 | 24
COC(=O)c1sccc1NC(=O)C1CC(C)=C(C)CC1C(=O)O (centres undefined) | -3 | 0 | 6 | 4 | 10 | 7 | 3 | -1 | 4
CCCCCc1nnc(NC(=O)C2COc3ccccc3O2)s1 (centres undefined) | 46* | 21 | -24 | -1 | 0.6 | 40 | -2 | -3 | 50
O=C(c1ccc(N2CCN(S(=O)(=O)c3ccccc3)CC2)c([N+](=O)[O-])c1)N1CCOCC1 | 9 | 4 | -12 | 0 | 0.7 | 20 | -2 | 0 | 12

Screening data from PubChem.
